Source: PubChem BioAssay (several laboratories)
M5 antag: antagonists of human muscarinic M5 receptor (CHRM5) | CHO-hM5 cells, Fluo-8 calcium fluorescence, ACh EC80 | inhibition, % at 3 µM | 360,000 compounds, 0.59% hits | AID 624040 | P08912;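 active means inhibition above a per-plate cutoff, the mean of that plate's test compounds plus 3 SD, cut at about 27% in these data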;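 further: 0% = acetylcholine EC80 with DMSO and 100% = DMSO without agonist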
M4 ag: agonists of human muscarinic M4 receptor (CHRM4); CHO-K1 hM4/Gqi5, Fluo-8 calcium fluorescence; vehicle 0%, full acetylcholine response 100%; activation, % at 3 µM; 360,000 compounds, 0.14% hits;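 active means activation above the run mean over all test wells plus 3 SD, cut at about 32% in these data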;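 further: peak over basal fluorescence ratio per well then scaled between controls; 0% = DMSO wells and 100% = acetylcholine at EC100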
Target sequence (P08173 whole entry, looked up): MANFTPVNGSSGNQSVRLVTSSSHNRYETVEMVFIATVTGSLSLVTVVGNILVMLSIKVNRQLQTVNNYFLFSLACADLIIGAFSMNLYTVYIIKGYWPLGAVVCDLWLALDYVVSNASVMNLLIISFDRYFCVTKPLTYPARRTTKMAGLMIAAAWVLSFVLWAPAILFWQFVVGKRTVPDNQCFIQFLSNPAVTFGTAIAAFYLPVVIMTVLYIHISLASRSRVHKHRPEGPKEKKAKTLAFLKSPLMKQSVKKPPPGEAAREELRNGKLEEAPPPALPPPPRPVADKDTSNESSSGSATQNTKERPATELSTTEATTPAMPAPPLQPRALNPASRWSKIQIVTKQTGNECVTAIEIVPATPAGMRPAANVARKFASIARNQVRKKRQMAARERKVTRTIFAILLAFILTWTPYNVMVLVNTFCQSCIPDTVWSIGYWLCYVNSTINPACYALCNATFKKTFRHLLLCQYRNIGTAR
CHRM5 agonist: agonists of human muscarinic M5 receptor (CHRM5); P08912; CHO-K1 hM5 cells, Fluo-8 calcium fluorescence; 0% DMSO wells, 100% maximal acetylcholine response; 360,000 compounds, 0.19% hits; activation, % at 3 µM;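 active means activation above the run's mean over test compounds plus 3 SD, cut at about 23% in these data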;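 further: signal is peak over basal fluorescence ratio across the kinetic read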
CHRM5 PAM: CHRM5 positive allosteric modulation; activation, % at 3 µM; 360,000 compounds, 0.3% hits; CHO-K1 hM5, Fluo-8 calcium, ACh EC20 PAM; 0% = ACh EC20, 100% = ACh EC100;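 active means activation above the run cutoff, the mean activation of all test compounds plus 3 SD, cut at about 18% in these data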
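Assay system – human M5 receptor in CHO-K1 cells · Read-out – % activation, ACh-normalized · Technique – Fluo-8 calcium fluorescence · Dosing – single-point, 3 µM nominal · Incubation – Fluo-8 loading 80 min at 37 °C plus 30 min room temperature · Repeats – singlicate, one well per test compound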
CHRM4 PAM: positive allosteric modulators of human muscarinic M4 receptor. P08173. CHO-K1 hM4/Gqi5, Fluo-8 calcium fluorescence, ACh EC20; 0% = ACh EC20, 100% = maximal ACh. activation, % at 3 µM. 360,000 compounds, 0.4% hits. AID 624126;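 active means activation above its plate's cutoff, the mean activation of sample wells plus 3 SD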; further: some results filed as inactive read as strong as hits
M4 antag: antagonists of human muscarinic M4 receptor (CHRM4). P08173. CHO-hM4 cells, ACh EC80, Fluo-8 calcium fluorescence. inhibition, % at 3 µM. 360,000 compounds, 0.73% hits. AID 624125;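 active means inhibition above its plate's cutoff, the mean inhibition of sample wells plus 3 SD, cut at about 27% in these data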;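 further: 0% = acetylcholine EC80 with DMSO and 100% = DMSO without agonist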
M1 PAM: positive allosteric modulators of human M1 muscarinic receptor | P11229 | CHO-K1 hM1, Fluo-8 calcium fluorescence, ACh EC20; 0% = ACh EC20, 100% = maximal ACh | activation, % at 3 µM | 360,000 compounds, 0.088% hits | AID 588819; in the data active means activation above about 19%, passing the limit was not always enough
Target sequence (P11229 whole entry, looked up): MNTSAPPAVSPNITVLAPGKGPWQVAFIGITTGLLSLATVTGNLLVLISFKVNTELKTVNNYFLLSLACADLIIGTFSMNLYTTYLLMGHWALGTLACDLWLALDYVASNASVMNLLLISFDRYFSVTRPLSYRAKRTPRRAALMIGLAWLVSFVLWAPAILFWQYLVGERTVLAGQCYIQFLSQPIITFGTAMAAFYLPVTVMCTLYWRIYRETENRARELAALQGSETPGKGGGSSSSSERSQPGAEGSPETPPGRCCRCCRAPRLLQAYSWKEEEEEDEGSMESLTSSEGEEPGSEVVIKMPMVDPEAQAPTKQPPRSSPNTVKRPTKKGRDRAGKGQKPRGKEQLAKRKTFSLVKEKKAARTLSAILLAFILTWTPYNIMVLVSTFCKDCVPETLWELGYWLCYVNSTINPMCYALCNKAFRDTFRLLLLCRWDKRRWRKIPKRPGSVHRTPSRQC
CRFR2-BP antag: antagonists of CRF-binding protein/CRF-R2 receptor complex | HEK293 CRF-R2/CRF-BP, CRF-induced calcium fluorescence | inhibition, % at 11.8 µM | 350,000 compounds, 0.59% hits;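 active means inhibition of the ligand-induced calcium signal above about 50% at the single tested concentration, limit read from the data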
CRFBP-R2 agonist: CRF-BP/CRF-R2 complex agonism; HEK293 CRF-R2/CRF-BP, calcium dye fluorescence (FLIPR); percent of saturating CRF peptide response; activation, % at 13.2 µM; 350,000 compounds, 0.46% hits;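 active means activation of at least 50%, plus an integration ratio under a set limit after plate pattern correction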;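 further: plate controls were neutral control wells without compound for no effect and CRF at EC100 for full effect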
The depositor's hits bear a star; / = no result given.

SMILES	M5 antag	M4 ag	CHRM5 agonist	CHRM5 PAM	CHRM4 PAM	M4 antag	M1 PAM	CRFR2-BP antag	CRFBP-R2 agonist
CCN1CCCC1CNCC(O)COc1ccc(C(C)(C)C)cc1C (configuration not stated)	0	0	-19	10	-1	1	-1	-1	0.2
Cc1cc(C)n2nc(SCC(=O)N(CCC#N)c3ccc(F)cc3)nc2n1	2	0	2	3	4	-15	4	-2	1.5
CC(C)(C)C(=O)/C=C1\NC(=O)CS1	5	2	0	4	0	4	5	8	-0.6
Cc1ccccc1N1C(S)=C(C#N)C(=O)NC1c1ccco1 (configuration not stated)	2	0	0	6	-5	0	10	-26	4.1
N#Cc1cccc(NC(=O)CN2C(=O)NC(Cc3ccccc3)C2=O)c1 (configuration not stated)	-2	1	-3	-2	7	-14	13	6	-3.0
Cc1cccc(-c2ccc3ncnc(NCc4cccnc4)c3c2)c1	-3	3	-1	6	9	-2	6	3	-2.5
CN1CCN(S(=O)(=O)c2cccc(C(=O)Nc3cccc(S(N)(=O)=O)c3)c2)CC1	-8	1	-2	7	-1	-4	9	2	0.3
COc1cc([N+](=O)[O-])cc(/C=N/NC(=O)c2cccnc2)c1O	0	0	-3	6	-3	-3	3	9	-0.3
CCCCn1c(N)c(N(CCOC)C(=O)CN2C(=O)NC3(CC(C)CC(C)(C)C3)C2=O)c(=O)[nH]c1=O (configuration not stated)	5	0	3	3	7	-4	7	2	-1.6
O=C(COc1ccc(F)cc1)N/N=C/c1cccc2cccnc12	26	3	-2	-11	0	-4	7	-16	0.0
CC(C)(C)c1ccc(OCC(=O)NNC(=O)c2cccnc2)cc1	-8	1	0	-4	-5	-2	9	-19	-4.8
COc1ccc(/C=C(\C)C(=O)c2c(C)cc(C)[nH]c2=O)cc1	9	1	-2	-7	4	5	3	15	-0.7
COCc1c(C(=O)OC/C(O)=C(\C#N)c2nc3ccccc3[nH]2)oc2ccccc12	11	12	1	-7	-7	1	-5	20	3.5
CC(=O)NCCOc1cccc(OCCNC(C)=O)c1	-10	1	0	-4	0	-4	4	-1	3.7
O=C(N/N=C/c1ccc(OC(=O)c2cccs2)cc1)c1ccccn1	-4	2	0	-4	2	-2	7	-7	-0.8
O=C(Nc1nnc([C@@H]2C[C@H](O)[C@@H](CO)O2)s1)c1ccc(Oc2ccccc2)cc1	-7	0	3	-1	-2	-4	4	/	/
Cc1c(N2C(=O)/C(=C/c3ccc(N(C)C)cc3)N(C)C2=S)c(=O)n(-c2ccccc2)n1C	20	4	34*	-18	-1	3	-1	-15	23
CN1CC(=O)N(C)c2nc(Br)n(C)c2C1=O	-2	0	0	-2	8	-5	2	5	-1.6
O=C(CSc1nccn1-c1ccccc1)N1CCc2ccccc21	-5	2	-3	4	1	-16	6	-9	-2.8
CCC(Sc1nncn1C)C(=O)Nc1cc(C)on1 (configuration not stated)	3	1	-2	-1	2	-5	3	20	0.3
COc1ccc(N2CCN(Cc3nc4c(c(=O)n(C)c(=O)n4C)n3Cc3cccc(C)c3)CC2)cc1	14	0	0	-10	-4	-11	18	26	-4.0
CCc1nnc(NC(=O)CSc2nnc(-c3ccoc3C)n2CC(C)C)s1	5	0	-1	-11	4	-7	-2	-3	-1.9
CC1CCN(S(=O)(=O)N2CCC(C(=O)NCc3ccc4c(c3)OCO4)CC2)CC1	3	3	-1	-6	-11	-9	5	-11	-0.6
Cc1cnc(NC(=O)c2cc3ccccc3o2)s1	-5	1	-4	6	4	-8	8	-10	-1.0
O=C(Oc1nsnc1N1CCOCC1)c1ccccc1	19	0	-1	-4	9	0	-4	1	-0.1
O=C(O)c1ccc(-n2nc(C(F)(F)F)c3c2-c2ccoc2CC3)cc1	-5	1	-2	6	5	1	-1	-12	-2.1
O=C(Cc1cccc(NC(=O)C2CCN(C(=O)c3ccccc3)CC2)c1)Nc1cccc(C(=O)N2CCCCC2)c1	-13	0	-1	7	1	-10	15	-10	-0.6
COc1ccc(Cl)cc1NC(=O)COC(=O)CCc1cc(OC)c(OC)c(OC)c1	2	9	-1	0	1	-2	1	3	0.4
C=CCn1c(=N)n(CC(O)COc2ccc(OC)cc2)c2ccccc21 (configuration not stated)	0	2	0	-5	-3	-10	10	-15	1.1
Clc1ccc(-c2nc3ncccn3c2Nc2ccc3c(c2)OCO3)cc1	-2	1	-1	-1	8	-1	8	-20	-5.1
COc1ccc(CNC(=O)c2ccc(CN3CCOCC3)cc2)cc1	-1	1	-1	-3	12	-5	12	2	0.4
O=C(NC1CCCC1)C(c1ccccn1)N(C(=O)c1csnn1)C1CCCC1 (configuration not stated)	1	1	1	-6	4	0	9	0	-3.8
O=C(CCC1CCN(Cc2ccccc2O)CC1)NC1CC1	-11	0	-6	21*	-3	-5	3	20	2.4
COc1cc(C(=O)N2CCN(S(=O)(=O)c3cccc(F)c3)CC2)ccc1OCC(=O)N1CCOCC1	-1	0	-3	0	6	-8	13	7	1.1
CCn1nc(C(=O)Nc2nc3ccc(C)cc3s2)c2ccccc2c1=O	0	1	1	0	9	0	8	5	0.2
O=C(N1CCOCC1)N1[C@H](COCc2ccccc2)C=CS1(=O)=O	-7	2	1	4	9	-15	18	/	/
CCNC(=O)CC1C(=O)N(c2ccc(OC)cc2)C(=O)N1Cc1ccc(OC)cc1 (configuration not stated)	-2	2	1	-8	2	0	5	2	0.1
O=c1[nH]c(/C=C\c2ccc(O)c(Cl)c2)nc(O)c1[N+](=O)[O-]	6	1	-1	-4	0	-9	1	4	0.2
COc1cc2c(cc1OC)CN(Cc1cc(=O)n3cc(C)ccc3n1)CC2	3	0	1	0	0	1	4	-22	1.6
COCCCNC(=O)c1cc2c(-c3cccc(OC)c3)nn(C)c2s1	-8	4	1	0	-3	-15	9	3	-1.6

In the list so far, these have a Cl atom:
SMILES	M5 antag	M4 ag	CHRM5 agonist	CHRM5 PAM	CHRM4 PAM	M4 antag	M1 PAM	CRFR2-BP antag	CRFBP-R2 agonist
COc1ccc(Cl)cc1NC(=O)COC(=O)CCc1cc(OC)c(OC)c(OC)c1	2	9	-1	0	1	-2	1	3	0.4
Clc1ccc(-c2nc3ncccn3c2Nc2ccc3c(c2)OCO3)cc1	-2	1	-1	-1	8	-1	8	-20	-5.1
O=c1[nH]c(/C=C\c2ccc(O)c(Cl)c2)nc(O)c1[N+](=O)[O-]	6	1	-1	-4	0	-9	1	4	0.2

Later entries
SMILES	M5 antag	M4 ag	CHRM5 agonist	CHRM5 PAM	CHRM4 PAM	M4 antag	M1 PAM	CRFR2-BP antag	CRFBP-R2 agonist
Fc1ccc(-c2nnc(CSc3nnc(-c4cccs4)o3)o2)cc1	-1	1	2	5	5	0	11	-13	8.4
CCc1nccn1S(=O)(=O)c1ccc(Br)cc1Br	-2	0	-5	2	12	-4	9	-4	2.9
O=C(O)c1cccc2c1-c1ccc(Cl)cc1C2=O	1	0	1	-8	-2	3	-3	24	-3.8
Oc1c(CN2CCN(c3ccc(F)cc3)CC2)cc(Cl)c2cccnc12	12	1	-5	-5	8	7	3	-18	-0.2
COc1ccc2nc(SCC(=O)Nc3cc(C)on3)[nH]c2c1	0	0	2	-3	8	-2	4	-1	0.4
O=S1(=O)[C@H]2CC3O[C@]2(C[C@@H]3c2ccc(F)cc2)CN1Cc1ccc(Cl)cc1	9	1	-3	-3	-5	12	-1	3	-0.2
O=C(NCCNC(=O)c1cccs1)c1ccco1	-3	1	-2	2	3	-8	7	-3	-1.4
O=C(Nc1ccc2[nH]ccc2c1)c1ccc(F)cc1	-5	1	-2	0	0	-21	6	11	-0.3
CCN1CCN(c2nc3ccccn3c(=O)c2/C=C(\C#N)S(=O)(=O)c2ccccc2)CC1	7	3	1	-3	-7	-7	1	-2	-0.2
O=C(CNC(=O)Cc1ccccc1)NCC(=O)OCc1ccc(C(=O)c2ccccc2)cc1	4	12	6	-7	-2	7	-5	-17	-6.3
CC(=O)Oc1c(Br)cc(N(C(C)=O)S(=O)(=O)c2ccccc2)c2ccccc12	-2	4	7	-10	-7	-12	17	2	-5.6
COc1ccccc1NC(=O)Nc1nc(CC(=O)N2CCN(c3ccc(F)cc3)CC2)cs1	23	25	3	-24	-15	20	-8	-1	-0.6
N#Cc1ccc(OCC(=O)N2CCN(C(=O)c3ccco3)CC2)cc1	-2	2	3	12	4	-4	0	1	0.0
CC12Cc3ccc4ccccc4c3C=C1C[N+](C)(C)C2 (configuration not stated)	8	0	-8	-18	-5	7	-16	11	2.0
CCC(C)C1=CC(=Nc2c(C)n(C)n(-c3ccccc3)c2=O)C=C(C(C)CC)C1=O (configuration not stated)	9	0	0	-4	0	5	0	-66	-3.0
CCCCc1nc2cc(C(=O)N3CCNC(=O)C3)ccc2o1	1	1	-3	6	5	7	-3	2	-1.4
O=C(OCCc1ccccn1)c1cccc([N+](=O)[O-])c1	0	1	-4	7	5	-1	0	5	2.8
Cn1c(N)c(C#N)c(C#N)c1-c1ccccc1	-7	1	-1	0	2	-3	6	16	-0.6
N=c1oc2ccccc2cc1-c1nc(-c2ccc(Cl)cc2)cs1	-4	0	2	-1	16	-6	3	-2	3.9
CC(C)(C)c1ccc(S(=O)(=O)C(C)(C)C)cc1	-3	4	4	3	4	-1	11	-7	-1.5
COc1ccc(OC)c(-c2csc(NC(=O)CN3C(=O)C4CCCCC4C3=O)n2)c1 (configuration not stated)	-7	7	2	0	9	-9	12	0	-0.3
C=CCn1c(COc2ccccc2F)nnc1SCCN1C(=O)c2ccccc2C1=O	14	30	3	-19	-29	7	-2	-4	-3.0
Cc1cc2cc(C)c(NCCNC(=O)c3cccs3)nc2cc1C	9	15	-2	-18	-7	4	-9	-36	0.3
COCCn1cnc2c1c(=O)n(CC(=O)OCC(=O)NCCCc1ccccc1)c(=O)n2Cc1ccccc1	1	2	-6	-4	-1	-4	9	-3	-0.6
O=C(COC(=O)/C=C/c1ccc(Cl)cc1)NC(=O)NCc1ccccc1	7	2	0	11	18	-7	16	6	3.4
CC(C)(C)OC(=O)N1CCC(NC(=O)c2[nH]cnc2C(=O)Nc2cccc(Cl)c2)CC1	-4	0	4	14	6	-6	7	-4	1.0
CCCNC(=O)CN(c1ccc(F)c(Cl)c1)S(C)(=O)=O	6	0	-3	-7	7	2	5	1	2.6
Nc1cccnc1S(=O)(=O)c1ccccc1	2	0	-1	0	-5	-2	2	-2	-2.2
COc1cc(SC)ccc1C(=O)Nc1cc(C)c(OCC(=O)N2CCOCC2)c(C)c1	0	8	-2	-9	-5	11	2	11	-3.2
CC(C)NS(=O)(=O)c1ccc(OCC(=O)N(C)Cc2ccccc2)cc1	-5	2	5	1	-1	6	2	-7	2.0
O=[N+]([O-])c1ccc2c(c1)nc1n2CCN(c2ccccc2)C1	2	1	2	-2	-10	5	6	2	0.9
Cc1nn(C)c(C)c1NC(=O)CSc1nc(Cc2ccccc2)nc2c1cnn2-c1ccccc1	12	1	-1	-7	0	-7	6	2	-0.4
CSc1ccc(/C=C/C(=O)OCC(=O)N2CCCCCC2)cc1	6	3	2	-2	1	4	3	-13	0.4
CCOc1cc(/C=C(\C#N)C(N)=O)ccc1OS(=O)(=O)c1ccccc1	3	0	0	-1	2	-3	12	-20	-0.3
O=C(NCC1CCCO1)/C(=C\c1ccco1)NC(=O)c1ccccc1 (configuration not stated)	-3	1	0	4	9	1	18	-5	1.6
